# AHR activator = activators of human aryl hydrocarbon receptor | P35869 | AHR-responsive luciferase reporter cells, luminescence | activation, % at 5 µM | hit rate 2.5% among 320,000 | AID 2796; in the data active = activation above about 47%;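 also: 0% = vehicle wells and 100% = reference agonist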
# procasp3 activ = activators of human procaspase-3 | activation, % at 8.5 µM | hit rate 0.11% among 330,000 | P42574 | recombinant procaspase-3 D3A, Ac-DEVD-pNA absorbance 405 nm;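 active = activation above the mean of all tested compounds plus 3 SD, cut at about 21% in these data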;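 also: 0% = DMSO alone and 100% = DMSO wells spiked with extra 5 µM PC-3 D3A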
#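 Test system: Procaspase-3 D3A mutant, all three cleavage aspartates alanine | Dosing: Single dose, 8.5 µM nominal compound, 0.8% DMSO | Schedule: 1 h preincubation, 2 h reaction | Technique: 405 nm absorbance of p-nitroaniline, reads at 0 and 120 min | Repeats: One well per compound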
# ZTA counter = ZTA (EBV) inhibition in EBNA-1 counter-screen; hit rate 0.15% among 320,000; AID 2234; P03206; ZTA-DNA binding, fluorescence polarization; inhibition, % at 11 µM; in the data active = inhibition above about 33%
# MEP2 TOR yeast = yeast TOR pathway MEP2-GFP modulation. S. cerevisiae MEP2-GFP strain, flow cytometry GFP, 3 h; 100% = DMSO control level. GFP response vs DMSO, % at 10 µM. hit rate 0.51% among 330,000;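 active = GFP response versus DMSO above a set limit, roughly screen mean plus 3 SD, cut at about 180% in these data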;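 also: median GFP fluorescence of the barcode-gated MEP2-GFP cells per well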
# EBNA-1 inhibitor = blocks EBNA-1 binding to DNA; hit rate 0.34% among 300,000; EBNA-1 DNA binding, fluorescence polarization; AID 1950; inhibition, % at 14.8 µM; in the data active = inhibition above about 28%
# RPL19A TOR yeast = yeast TOR pathway RPL19A-GFP modulation; S. cerevisiae RPL19A-GFP strain, flow cytometry, 3 h; stronger effect = lower value; hit rate 0.3% among 330,000; percent response vs DMSO, % at 10 µM; AID 2025;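 active = percent response vs DMSO below 50%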;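 also: median channel GFP fluorescence of the barcoded RPL19A-GFP strain; ratio of sample median GFP to plate DMSO average so 100% = DMSO; lower means less RPL19A-GFP as with rapamycin TOR inhibition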
# LAP4-GFP MLPCN = alters LAP4-GFP fluorescence in TOR pathway yeast screen | S. cerevisiae LAP4-GFP multiplex, flow cytometry GFP, 3 h; median GFP as percent of DMSO wells | GFP response vs DMSO, % at 10 µM | hit rate 0.34% among 320,000 | AID 2023;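 active = GFP response vs DMSO above a set limit, about the screen mean plus 3 SD, cut at about 150% in these data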
# procasp7 counter = counter-screen for procaspase-3 activators: activators of human procaspase-7; hit rate 0.093% among 330,000; activation, % at 8.5 µM; AID 463210; recombinant procaspase-7, Ac-DEVD-pNA absorbance 405 nm; D23A/D198A/D206A triple mutant, cannot self-cleave; scale: DMSO 0, 5 µM enzyme 100; P55210;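 active = percent activation above the screen-wide mean plus 3 SD, cut at about 25% in these data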
#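 Replicates: singlicate. Assay system: Procaspase-7 triple mutant (PC-7 D3A). Signal: 405 nm absorbance of p-nitroaniline. Times: 1 h preincubation, 2 h reaction. Buffer or medium: Zinc-free HEPES pH 7.4 with 300 mM NaCl, 0.01% Triton X-100. Also added: DEVD-pNA substrate. Benchmarks: DMSO wells as 0%, DMSO with 5 µM added PC-7 as 100%.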
# An asterisk follows results filed as active; / = no result given.
SMILES,AHR activator,procasp3 activ,ZTA counter,MEP2 TOR yeast,EBNA-1 inhibitor,RPL19A TOR yeast,LAP4-GFP MLPCN,procasp7 counter
COc1ccc(C(=O)Nc2ccnn2C2CCN(Cc3ccn[nH]3)CC2)cc1,-2,5,-13,112,2,101,91,-3
Cn1nc(NC(=O)C2CCC2C(=O)O)c2c(F)cccc21 (stereo unspecified),6,5,5,106,-2,102,106,11
O=c1c(C(c2ccc(Br)cc2)c2c(O)nc3n(c2=O)CCCS3)c(O)nc2n1CCCS2,1,-8,5,82,0,93,98,-4
Cc1ccc(NC(=S)N(Cc2cccc(Br)c2)CC2CCC(C(=O)O)CC2)cc1Cl (stereo unspecified),2,1,-18,104,-11,98,125,-3
CCOC(=O)C1C(C(=O)NN)C1C(=O)Nc1ccccc1 (stereo unspecified),-1,6,-9,97,2,101,110,7
O=C1c2cccnc2C(Nc2ccc(F)c(Cl)c2)N1Cc1cccs1 (stereo unspecified),-2,7,-3,104,-2,107,96,-6
COc1cc(C=C(c2nc3ccccc3s2)c2nc3ccccc3s2)ccc1O,26,2,1,110,0,100,86,-7
Cc1cc(C(F)F)n2ncc(C(=O)NCCc3ccc(Cl)cc3)c2n1,-1,0,-10,106,8,106,111,0
CCn1cc(C(=O)NCC(=O)NCCCN2CCOCC2)c(=O)c2cc3c(cc21)OCO3,4,-5,-11,102,-9,95,89,4
O=C(CCC1CCCCC1)Nc1nccs1,7,4,2,103,-12,100,78,-4
CCOc1ccccc1C1C2=C(COC2=O)Nc2cc3c(cc21)OCO3 (stereo unspecified),4,-3,16,91,4,98,99,11
O=c1c2ccccc2oc2ccc(NCCCN3CCOCC3)cc12,-1,4,-11,90,3,92,125,-7
Cc1ccc(/C=N/N2CCN(Cc3cccc4ccccc34)CC2)o1,1,-12,1,93,-2,90,92,-13
CCCC(=O)N(CCN1CCOCC1)c1nc2c(F)cc(F)cc2s1,5,7,0,99,0,101,102,9
CC(C)(CO)NC(=O)C(c1ccccc1)c1ccccc1,0,1,7,106,-4,105,110,-2
O=C(Nc1ccc(Oc2cccc(C(F)(F)F)c2)nc1)c1ccco1,-4,-1,-13,104,5,96,107,9
CCCN(CCC)CCCNC(=O)CCNS(=O)(=O)c1ccc(Br)cc1,0,6,1,108,-5,106,101,-8
O=C(Nc1cc(C(F)(F)F)ccc1-n1cncn1)c1ccc(Br)cc1,-1,-7,14,104,16,103,115,8
CCOc1ncccc1C(=O)Nc1ccc(F)c(Cl)c1,61*,-2,-6,101,-9,95,99,8
O=C(Nc1cnn(C23CC4CC(CC(C4)C2)C3)c1)c1cnn2c(C(F)(F)F)cc(-c3ccco3)nc12,14,-4,-9,103,6,115,76,0
COc1ccccc1N1CCN(Cc2cc3c(cc2[N+](=O)[O-])OCO3)CC1,4,2,-16,103,-7,100,90,-1
Cc1ccc(-c2cc(C(F)F)nc(N3CCOCC3)n2)cc1,38,-4,-17,98,5,98,105,17
Cn1c(SCCCC(=O)c2ccc(Br)cc2)nnc1-c1ccncc1,2,4,-2,104,-5,103,100,-1
O=C(CN1C(=O)NC(c2ccccc2)(c2ccccc2)C1=O)NCC(=O)Nc1ccc(F)cc1,0,-1,-4,102,/,95,96,-4
Cc1ccc2c(c1)NC(=O)c1cc([N+](=O)[O-])ccc1O2,3,-5,4,96,-6,104,83,-1
# Further records
SMILES,AHR activator,procasp3 activ,ZTA counter,MEP2 TOR yeast,EBNA-1 inhibitor,RPL19A TOR yeast,LAP4-GFP MLPCN,procasp7 counter
CCS(=O)(=O)Nc1ccc(C2=NN(C(=S)Nc3ccccc3)C(c3ccco3)C2)cc1 (stereo unspecified),3,1,7,102,8,105,103,4
CCCNC(=O)CCCCn1c(=S)[nH]c2c([nH]c3ccc(OC)cc32)c1=O,8,4,4,89,1,93,98,4
CC(=O)OCC(=O)[C@H]1CC[C@H]2[C@@H]3CCC4=CC(=O)CC[C@]4(C)[C@H]3CC[C@]12C,-3,11,8,92,7,93,99,5
COc1cc(C(C)=O)ccc1OCC(=O)Nc1ccc2nc(C)sc2c1,2,5,7,102,/,104,124,2
CSc1ccc(CNc2nc3ccccc3n3cnnc23)cc1,3,1,-1,95,-9,96,96,-1
NCCCCCNC(=O)c1[nH]cnc1C(=O)N[C@@H](Cc1ccccc1)C(=O)OCc1ccccc1,1,-7,/,98,/,95,97,-2
O=C(NC1CCCCC1)NC1CCN(S(=O)(=O)c2ccc3c(c2)OCCO3)CC1,0,4,9,103,-7,102,110,9
CC(=O)Nc1ccc(CN2CCCC(CO)(Cc3cccc(Cl)c3)C2)cc1 (stereo unspecified),3,5,1,100,-8,98,94,-2
Cc1n[nH]c(=O)c2c(NC(=O)CSc3nn(-c4ccc(F)cc4)c(=S)s3)oc(C)c12,20,-7,-14,105,-10,100,105,-5
CCCn1nnc(NC(=S)NC(=O)c2ccccc2OC)n1,57*,-10,/,95,/,95,105,-18
CC(CN1CCCC1)OC(=O)C(c1ccccc1)c1ccccc1 (stereo unspecified),1,-2,-3,108,9,104,97,5
O=C(CCCc1ccccc1)Nc1ccccn1,0,-5,5,100,11,95,109,-3
Oc1cc(NCc2cccnc2)ccc1-c1nc2ccccc2o1,6,7,-7,100,-7,98,124,10
O=C(c1ccco1)N1CCN(C(=O)c2ccc(Cn3cc(Br)cn3)o2)CC1,2,1,-6,111,10,106,103,3
COCCNC(=O)/C(C#N)=C\c1ccc(CNS(=O)(=O)c2ccc(C)cc2)o1,-1,1,14,99,9,111,107,17
O=C(N/N=C/c1cccc(Oc2ccccc2)c1)c1ccncc1,20,-2,4,123,5,74,211*,6
CN(CC(=O)Nc1ccc2c(c1)OCO2)S(=O)(=O)c1ccc2c(c1)CCC(=O)N2,5,0,13,95,13,97,98,-1
Cc1cccc(OCCC(=O)OCc2csc(CC(=O)Nc3ccccc3C)n2)c1,0,2,11,102,/,103,111,-1
O=C(CNCc1ccco1)Nc1ccc(N2CCCCCC2)cc1,5,2,3,92,-3,93,101,-2
COc1ccc(C(=O)NC2(C(F)(F)F)NC(=O)N(CCCc3ccccc3)C2=O)cc1OC (stereo unspecified),-1,0,-7,139,0,114,101,-3
NS(=O)(=O)c1ccc(CCNC(=O)CCCOc2ccccc2)cc1,0,4,13,95,4,99,98,4
CN(C)CCCN(CCCNC(=O)/C=N/O)Cc1ccccc1,-2,0,17,90,14,91,138,-5
Cc1noc(/C=C/N(C)C)c1S(=O)(=O)N1CCCC(C(=O)NCCC2=CCCCC2)C1 (stereo unspecified),-2,1,-2,99,-4,98,109,1
C[C@H](NC(=O)c1nc[nH]c1C(=O)OCc1ccccc1)c1ccccc1,0,7,11,89,/,96,101,12
CN1CCN(c2nc3ccccc3nc2NS(=O)(=O)c2ccc(Br)cc2)CC1,16,1,/,110,/,106,120,14
# Other entries:
SMILES,AHR activator,procasp3 activ,ZTA counter,MEP2 TOR yeast,EBNA-1 inhibitor,RPL19A TOR yeast,LAP4-GFP MLPCN,procasp7 counter
Cc1cc2c(cc1S(=O)(=O)N1CCN(c3ccccc3)CC1)OCCN2C,6,-8,8,94,-7,96,94,-8
COc1ccc(-c2cc(C(F)(F)F)nc(S(C)(=O)=O)n2)cc1,0,1,10,146,3,97,155*,2
Cc1nc(N2CCN(S(=O)(=O)c3ccc(Br)cc3)CC2)c2c(C)c(C)sc2n1,-1,4,2,120,-1,92,108,4
CCCN(CC1CCCO1)C(=O)c1cc(COc2cccc(OC)c2)on1 (stereo unspecified),2,5,-12,99,-7,96,95,5
c1csc(CNc2ncnc3ccc(-c4ccc5c(c4)OCO5)cc23)c1,43,3,5,88,/,96,100,6
Cc1c(C)n(CCN(C)C)c2ncnc(NCc3ccccc3)c12,1,5,6,108,6,103,95,-1
Cc1cc(-c2ccccc2)c2ccc(NC(=O)C(C)(C)C)nc2n1,32,2,-1,102,-9,104,96,3
O=C(CNC(=O)C1COc2ccccc2O1)Nc1ccc(F)c(F)c1 (stereo unspecified),39,-2,/,91,/,93,86,-1
CC(C)NC(=O)CN1C(=O)c2ccccc2S1(=O)=O,-2,0,11,104,7,106,103,3
COc1ccc(N2C(=O)C(Cl)=C(NCc3ccccc3)C2=O)cc1,3,2,-12,98,2,99,116,-12
N#C/C(=N\Nc1cccc(Cl)c1)C(=O)c1ccccc1,9,-7,15,98,8,92,113,-8
Cc1ccc(S(=O)(=O)NN2C(=O)c3ccccc3NC2c2ccccc2O)cc1 (stereo unspecified),4,-9,-19,106,-11,104,106,1
Cc1onc(-c2c(F)cccc2Cl)c1C(=O)OCC(=O)NCc1ccccc1,4,6,10,95,/,96,92,10
CCCn1c(N2CCN(C(=O)Nc3ccc(Cl)cc3)CC2)nc2ccccc21,-4,-4,-9,101,-2,101,99,-1
CCNC(=O)/C(=C\c1ccc2c(c1)OCO2)NC(=O)c1ccc(Br)cc1,-1,-15,11,118,8,116,112,-12
COc1cccc(N2CCN(CC(=O)Nc3ccc(SC(F)F)cc3)CC2)c1,3,-6,-7,97,2,96,90,3
CC(=O)c1cnc(N(C)C)s1,-1,-4,-17,95,5,105,100,10
COc1cc(C(=O)NCc2nnc(SCC(=O)Nc3c(C)cc(C)cc3C)o2)cc(OC)c1OC,0,8,13,108,6,92,87,-3
CCOC(=O)c1cnc(Nc2nc3ccccc3o2)nc1CSC(=S)N1CCCCC1,1,4,-3,103,-7,104,106,5
CCCOC1CCCN(Cc2nc(-c3ccc(C(=O)OC)cc3)no2)C1 (stereo unspecified),4,-6,21,107,10,103,111,3
O=C(CCNS(=O)(=O)c1ccccc1)OCc1nc2ccsc2c(=O)[nH]1,3,7,9,99,-3,98,109,-3
CCOC(=O)c1sc(NC(=O)c2ccc3nc[nH]c3c2)nc1C,-6,11,-2,104,-4,102,98,8
CCCCC1=CC2=CC(=O)C(C)(OC(=O)c3ccco3)C(=O)C2=CO1 (stereo unspecified),2,-8,-12,/,6,/,/,-7
C/C(=N\NC(=O)c1ccncc1)c1ccc(N(C)C)cc1,6,2,14,95,5,88,90,-5
CCN(C(=O)CSc1nnc(Nc2ccccc2C)s1)C1CCS(=O)(=O)C1 (stereo unspecified),0,10,-7,99,2,100,102,8
COC(=O)CCCC1=CC2=CC(=O)C(C)(OC(=O)c3cccs3)C(=O)C2=CN1CCc1ccccn1 (stereo unspecified),1,-4,-6,88,5,95,100,-18
COc1ccc(S(=O)(=O)N/N=C(/C)c2ccncc2)c(OC)c1,0,-6,10,105,7,103,101,-5
Cc1cc(NC(=S)N(CCCN2CCOCC2)Cc2ccco2)ccc1Cl,18,-4,-7,101,13,108,96,-9
COc1ccc(NC(=O)OC(CN2CCCCC2)C(F)(F)F)cc1 (stereo unspecified),0,1,1,98,1,86,89,-1
Cc1cc2c(c(=O)n1Cc1ccccn1)C(C(C)C)C(C#N)=C(N)O2 (stereo unspecified),2,4,-6,103,-8,98,100,20

# Screening results (PubChem)
